High-throughput results as filed in PubChem.
yeast mec2-1 = NCI yeast anticancer drug screen, S. cerevisiae mec2-1 strain | % growth inhibition at 50 µM | AID 157 | actives 9% (n = 79,000);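 also: 0% = growth of vehicle-only cultures of the same strain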
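Cells of the genetically defined mec2-1 yeast strain are incubated with test compound. Inhibition of growth is calculated against vehicle-treated controls.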
yeast mlh1 rad18 = NCI yeast anticancer drug screen, S. cerevisiae mlh1 rad18 strain | % growth inhibition at 50 µM | actives 11% (n = 79,000) | AID 175;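 also: 0% = growth of vehicle-only cultures of the same strain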
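Vehicle-treated cultures served as the reference for growth inhibition in a yeast strain carrying DNA damage repair alterations exposed to each compound.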
cln2 rad14 = NCI yeast anticancer drug screen, S. cerevisiae cln2 rad14 strain; AID 165; actives 8.3% (n = 78,000); growth inhibition, % at 50 µM;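 also: 0% = growth of vehicle-only cultures of the same strain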
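Test compounds were added to cln2 rad14 yeast cultures; inhibition of growth was then determined by comparison with vehicle treatment.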
bub3 = NCI yeast anticancer drug screen, S. cerevisiae bub3 mutant strain | % growth inhibition at 50 µM | actives 9.9% (n = 78,000);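 also: 0% = growth of vehicle-only cultures of the same strain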
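Part of a panel of yeast mutants defective in DNA damage repair or cell cycle regulation. Each strain is grown with compound, and inhibition is calculated relative to solvent-treated cultures.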
yeast sgs1 mgt1 = NCI yeast anticancer drug screen, S. cerevisiae sgs1 mgt1 strain; % growth inhibition at 50 µM; actives 10% (n = 78,000); AID 161;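 also: 0% = growth of vehicle-only cultures of the same strain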
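Yeast cells carrying a defined DNA-repair defect were exposed to test compounds. Growth inhibition was measured relative to vehicle-treated controls.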
rad50 = NCI yeast anticancer drug screen, S. cerevisiae rad50 strain; growth inhibition, % at 50 µM; actives 10% (n = 79,000); AID 155;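 also: 0% = growth of vehicle-only cultures of the same strain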
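Inhibition values express reduced yeast growth in compound-treated cultures relative to vehicle-treated controls.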
Active calls of the source: *; . = no result given; & = joins results of further samples; ! = not active in a repeat. Rule as the data show it: active = growth inhibition above about 70%; inactive = the rest. These rows are one share of the data. The share of hits here may be higher or lower than overall.

Key to letters – A = yeast mec2-1; B = yeast mlh1 rad18; C = cln2 rad14; D = bub3; E = yeast sgs1 mgt1; F = rad50
O=C(NCC(O)CO)c1c([N+](=O)[O-])ccc(N(CCCl)CCCl)c1[N+](=O)[O-] (centres undefined)
  A = -10	B = 21	C = 1	D = -19	E = 0	F = -11

O=NNc1ccc(I)cn1
  A = 27	B = -14	C = 22	D = -7	E = 20	F = 62

COc1ccc(C(=O)O[C@H]2CC[C@@]3(C)[C@@H]4CC[C@H]5[C@]6(O)C[C@H](O)[C@@]7(O)[C@@H](CN8C[C@@H](C)CC[C@H]8[C@@]7(C)O)[C@]6(O)C[C@@]53OC24O)cc1OC
  A = -32	B = -5	C = 6	D = -29	E = -29	F = -17

CN(C)c1ccc(N=Nc2c([O-])ccc3ccccc23)cc1.[C-]#[O+].[C-]#[O+].[Ir]
  A = -14	B = -5	C = 34	D = -10	E = -30	F = -7

O=[As]c1ccccc1O (centres undefined)
  A = 98*	B = 96*	C = 92*	D = 97*	E = 90*	F = 97*

O=C1OCC2C3C=CC(O3)C12 (centres undefined)
  A = 4	B = 7	C = -31	D = 3	E = 3	F = -2

COc1cc2c3cc1Oc1c(OC)c(OC)cc4c1C(Cc1ccc(cc1)Oc1cc(ccc1O)CC3N(C)CC2)N(C)CC4 (centres undefined)
  A = -27&-31	B = -41&-11	C = -15&13	D = -12&-1	E = -30&-10	F = 6&-18

CC(C)c1ccc(CCN)cc1
  A = 4	B = -6	C = 0	D = 6	E = -20	F = 6

O=[N+]([O-])c1ccc(N=Nc2ccc(N(CCCl)CCCl)cc2)cc1
  A = 14	B = 24	C = -15	D = 5	E = -1	F = -5

CC1OC(=O)C(C(C)C)NC(=O)C(C(C)C)OC(=O)C(C(C)C)NC(=O)C(C)OC(=O)C(C(C)C)NC(=O)C(C(C)C)OC(=O)C(C(C)C)NC(=O)C(C)OC(=O)C(C(C)C)NC(=O)C(C(C)C)OC(=O)C(C(C)C)NC1=O (centres undefined)
  A = 39	B = 43	C = 25	D = 17	E = 46	F = 32

Nc1ccc([As](=O)(O)O)cc1
  A = 20	B = 21	C = 12	D = 8	E = 15	F = 28

CN(C)[PH+](N(C)C)N(C)C.CN(C)[PH+](N(C)C)N(C)C.[C-]#[O+].[C-]#[O+].[C-]#[O+].[C-]#[O+].[C-]#[O+].[C-]#[O+].[Co].[Co].[Hg]
  A = 100*	B = 99*	C = 99*	D = 100*	E = 100*	F = 98*

CC1(C)N=C(N)N=C(N)N1c1ccc(CCCCc2ccccc2S(=O)(=O)F)c(Cl)c1
  A = 100*	B = 100*	C = 99*	D = 100*	E = 100*	F = 100*

COc1ccc(CC(C)NO)cc1 (centres undefined)
  A = 9	B = -33	C = 12	D = 2	E = -12	F = -16

O=c1ccc(N=Cc2ccc(N(CCCl)CCCl)cc2)ccc1O
  A = 65	B = 94*	C = 35	D = 93*	E = 92*	F = 96*

CCCc1c(C#N)c(S)[nH]c(=S)c1C#N
  A = 20	B = 16	C = -6	D = 5	E = 14	F = 33

N#Cc1cc([N+](=O)[O-])c(Cl)c([N+](=O)[O-])c1
  A = 93*	B = 92*	C = 93*	D = 93*	E = 94*	F = 92*

CC1(C)CC(OP(=O)(Cl)OC2CC(C)(C)N(O)C(C)(C)C2)CC(C)(C)N1O
  A = -1	B = -8	C = -7	D = 1	E = 8	F = 2

CCCC(NC(=O)CCl)C(=O)O (centres undefined)
  A = -18	B = -8	C = -74	D = 1	E = -11	F = -13

CCCC[As](=O)(O)CC(C)C
  A = -2	B = 1	C = 5	D = -14	E = -7	F = -3

CC1(C)CN=C(Nc2ccc(F)c(F)c2)S1
  A = 4	B = -20	C = 15	D = -13	E = 12	F = 4

CN1CC(Br)(Br)C(=O)N(C)C1=O
  A = 93*	B = 88*	C = 93*	D = 93*	E = 93*	F = 90*

CC(=O)[O-].CC(=O)[O-].O=C([CH-]C(=O)c1ccccc1)c1ccccc1.[Nd+3].[OH3+]
  A = 92*	B = 89*	C = .	D = 91*	E = 93*	F = 92*

CCOC(=O)/C(=C\c1ccc(C(F)(F)F)cc1)[Se]c1ccccc1
  A = -34	B = 0	C = 14	D = -2	E = 9	F = 27

Cc1ccccc1.[C-]#[O+].[C-]#[O+].[C-]#[O+].[W]
  A = -1	B = -8	C = 28	D = 25	E = 2	F = -12

Cc1cccc(CC#N)c1
  A = 4	B = -1	C = -2	D = 1	E = 3	F = 5

CN(C)c1ccc(SC(Cl)(Cl)Cl)cc1
  A = -14	B = -5	C = -44	D = 3	E = 0	F = -1

[Se]=[Hf]=[Se]
  A = -25	B = -27	C = -9	D = -12	E = -29	F = 1

O=[N+]([O-])c1cc([As](Br)c2ccc(O)c([N+](=O)[O-])c2)ccc1O
  A = 100*	B = 100*	C = 99*	D = 100*	E = 100*	F = 99*

CC1c2c(n(C)c3ccccc23)C2CCC3(CO3)C1N2Cc1ccccc1 (centres undefined)
  A = 92*	B = 92*	C = 90*	D = 92*	E = 93*	F = 90*

COc1ccc2c3c1OC1C(OC)(OC)C=C[C@@]4(Br)[C@@H](C2)N(CC2CC2)CC[C@]314 (some centres undefined)
  A = 6	B = -45	C = -9	D = -10	E = -35	F = 34

Clc1cccc2c(N3CC3)cnnc12
  A = -1	B = -3	C = 1	D = -17	E = -13	F = 18

Clc1ccc2c(c1)Cc1cc(N(CCBr)CCBr)ccc1-2
  A = 13	B = 47	C = 47	D = 12	E = 40	F = 25

C/C=C1/CN2C3C[C@@]45c6cc(OC)c(OC)cc6NC4(O3)C2CC1C5C(=O)OC (some centres undefined)
  A = 9	B = 7	C = 10	D = -6	E = 2	F = 9

O=S(=O)(O)C(Br)(Br)Br
  A = 5	B = 28	C = -27	D = 7	E = 24	F = 29

O=P(c1ccccc1)(c1ccccc1)c1ccccc1.O=P(c1ccccc1)(c1ccccc1)c1ccccc1.S=C=[N][Sn]([N]=C=S)([N]=C=S)[c]1ccccc1
  A = 100*	B = 98*	C = 98*	D = 99*	E = 99*	F = 99*

COc1ccc(CCNC2(C#N)CCCCC2)cc1OC
  A = -30	B = -5	C = 10	D = -6	E = 0	F = -10

C1CN2CCOC2O1
  A = 15	B = -7	C = 5	D = 7	E = -9	F = -12

Cc1cc(Cl)ccc1OCCCC(=O)O
  A = 16	B = 15	C = 21	D = 47	E = 42	F = 28

CC(C)(C)OOC(=O)C1CCCCCCC1
  A = 11	B = -4	C = -11	D = -41	E = -4	F = -14

O=C(N/N=C/c1ccc(N(CCCl)CCCl)cc1)c1ccc(N(CCCl)CCCl)cc1
  A = 5	B = 8	C = 38	D = 5	E = 27	F = 31

Cc1ccc(O)cc1
  A = 24	B = -30	C = -31	D = 1	E = -22	F = -27

NC(=O)/C=C/C(=O)O
  A = 10	B = 14	C = -8	D = 11	E = 10	F = 19

c1sc(NC2=NCCO2)c2c1CCCC2
  A = -16	B = -3	C = -46	D = -1	E = -1	F = -27

CN1CC=C(c2cccn2C)CC1
  A = -25	B = -38	C = 4	D = -10	E = -6	F = -24

CCC(CC)CNC(=O)C(Cl)Cl
  A = -10	B = -1	C = -18	D = -3	E = 19	F = -2

Nc1ccc(CCC(=O)Nc2ccc(S(=O)(=O)F)cc2)c(Cl)c1
  A = 84*	B = 96*	C = 92*	D = 92*	E = 85*	F = 83*

CCc1cccc(C(C)C)c1NC1=C([n+]2ccc(C)cc2)C(=O)c2ccccc2C1=O
  A = 63	B = 61	C = 13	D = 41	E = 41	F = 89*

CC(=O)C(=O)NC1/C=C(C)\C=C/C(O)C/C=C(C)\C=C/C(O)CC2OC(=O)C1(C)C(=O)C2C (centres undefined)
  A = -12	B = -63	C = -8	D = -23	E = -3	F = -4

C/C=C(\CC)C1(C(C)C)C(=O)NC(=O)NC1=O
  A = -1	B = 10	C = -34	D = 2	E = -6	F = 12

A draw from above in order of SMILES length, descending:
Key to letters – A = yeast mec2-1; B = yeast mlh1 rad18; C = cln2 rad14; D = bub3; E = yeast sgs1 mgt1; F = rad50
COc1ccc2c3c1OC1C(OC)(OC)C=C[C@@]4(Br)[C@@H](C2)N(CC2CC2)CC[C@]314 (some centres undefined)
  A = 6	B = -45	C = -9	D = -10	E = -35	F = 34

CC1c2c(n(C)c3ccccc23)C2CCC3(CO3)C1N2Cc1ccccc1 (centres undefined)
  A = 92*	B = 92*	C = 90*	D = 92*	E = 93*	F = 90*

Nc1ccc(CCC(=O)Nc2ccc(S(=O)(=O)F)cc2)c(Cl)c1
  A = 84*	B = 96*	C = 92*	D = 92*	E = 85*	F = 83*

O=S(=O)(O)C(Br)(Br)Br
  A = 5	B = 28	C = -27	D = 7	E = 24	F = 29

Later entries:
Key to letters – A = yeast mec2-1; B = yeast mlh1 rad18; C = cln2 rad14; D = bub3; E = yeast sgs1 mgt1; F = rad50
O=[As](O)(O)c1cc(N=Nc2ccc(-c3ccc(N=Nc4cc([As](=O)(O)O)c(O)cc4O)cc3)cc2)c(O)cc1O
  A = 44	B = 25	C = -20	D = -4	E = 33	F = 0

CCCCCCCCCCCCCC[As](=O)(O)O
  A = 18	B = 45	C = 2	D = 4	E = 21	F = 6

COc1ccc(N2CC=C(c3ccccc3)OP2(=O)N(CCCl)CCCl)cc1 (centres undefined)
  A = -4	B = -3	C = 10	D = 6	E = -3	F = -50

c1cc2c(cc1C1OCC3C(c4ccc5c(c4)OCO5)OCC13)OCO2 (centres undefined)
  A = 75*!	B = 32&67	C = 34&44	D = 82*!	E = 82*!	F = 75*!

CCc1ccc([O-])c(C=NCCCN(C)CCCN=Cc2cc(C)ccc2[O-])c1.[Co+3].[N-]=[N+]=[N-]
  A = -13	B = 1	C = -35	D = -11	E = 50	F = 22

CC(=O)O[C@H]1[C@H]2O[C@]23[C@@H]2CC[C@@H]4C[C@@H](O)CC[C@]4(C)[C@H]2CC[C@]3(C)[C@H]1c1ccc(=O)oc1
  A = 8	B = -2	C = 17	D = 7	E = -2	F = 1

Nc1ccc(S(=O)(=O)c2ccc(NCN3C(=O)NC(=O)C(=O)C3=O)cc2)cc1
  A = 8	B = 8	C = 28	D = 14	E = -11	F = 25

COc1cc(/C=C/c2ccc(OC)c(OC)c2)cc(OC)c1
  A = 15	B = 60	C = 48	D = 67	E = 79*	F = 26

O=S(=O)(O)c1ccc(Cl)cc1
  A = -3	B = 9	C = 23	D = 0	E = -1	F = 0

NCCBr
  A = -21&-8	B = 0&2	C = -9&-24	D = 1&-1	E = -6&7	F = -20&-8

COc1ccc(NN=O)cn1
  A = -29	B = -13	C = -1	D = -16	E = -19	F = -16

C1=C(/C=C2\CCCc3c(-c4ccccc4)cc(-c4ccccc4)[o+]c32)CCC/C1=C\C1=C2OC(c3ccccc3)=CC(c3ccccc3)=C2CCC1
  A = 53	B = 32	C = 41	D = 71*	E = 67	F = 37

CCC[CH2][Sn]1([CH2]CCC)[O]C2C(O)OC(CO)C(O)C2[O]1 (centres undefined)
  A = 99*	B = 99*	C = 99*	D = 99*	E = 99*	F = 99*

O=c1cc(CCl)occ1O
  A = 20	B = 15	C = -6	D = 16	E = 21	F = 7

NC(=O)C(Cl)(Cl)CCCl
  A = 16	B = 22	C = 9	D = 1	E = 6	F = 24

Nc1cccc(P(N)(N)=O)c1
  A = -6	B = 17	C = -1	D = -15	E = 0	F = 10

NNc1cccc2c1CCC(N)C2 (centres undefined)
  A = 22	B = 10	C = -11	D = 5	E = 6	F = 0

Oc1cc(Cl)cc(Cl)c1
  A = 36	B = 56	C = 40	D = 47	E = 65	F = 69

O=C(N/N=C/c1cc(Br)cc(Br)c1[O-])c1ccccc1O.O=C(N/N=C/c1cc(Br)cc(Br)c1[O-])c1ccccc1O.[Cl-].[Fe+3]
  A = 0	B = 13	C = -30	D = 12	E = -5	F = -3

C[AsH](C)CC[AsH](C)C.C[AsH](C)CC[AsH](C)C.C[AsH](C)CC[AsH](C)C.[Ni]
  A = 95*	B = 96*	C = 94*	D = 96*	E = 97*	F = 97*

C(=C/P(c1ccccc1)c1ccccc1)/P(c1ccccc1)c1ccccc1.C(=CP(c1ccccc1)c1ccccc1)P(c1ccccc1)c1ccccc1.[Pt]
  A = 90*	B = 83*	C = 86*	D = 87*	E = 83*	F = 84*

COc1cc[c]([Sb]([Br])([CH]=C(C)C)([CH]=C(C)C)[CH]=C(C)C)cc1
  A = 76*	B = 73*	C = 49	D = 80*	E = 35	F = 81*

COc1ccc2c(c1O)[C@]13CCN(C)[C@H](C2)[C@@H]1CCC(=O)C3
  A = -30	B = -4	C = 22	D = -2	E = 0	F = -12

CC(NC(=O)C(c1ccccc1)c1ccccc1)C(=O)O (centres undefined)
  A = 13	B = 15	C = -17	D = 1	E = -2	F = 2

COC1=CC2=CCC3C(CCC4(C)C3CCC4(C)OC(C)=O)C2(C)CC1 (centres undefined)
  A = 36	B = 56	C = 31	D = 77*	E = 56	F = 51

C[N+]1(CC2CC2)C2CC(OC(=O)C(CO)c3ccccc3)CC1C1OC12 (centres undefined)
  A = 24	B = -34	C = 10	D = -1	E = 11	F = 11

COc1ccc2c(c1O)C1=CC(=O)CC[C@]13CCN(C)[C@H]3C2
  A = -38	B = -10	C = 6	D = -15	E = -14	F = -14
